KDM5B inh = blocks human KDM5B histone demethylase activity. AID 1347165. Potency, µM (titrated, usually from 57.7 µM), without a hit: at the top dose activity change, negative = inhibition, actives largely listed as inhibitors. Q9UGL1. KDM5B demethylase, FDH-coupled NADH fluorescence (FDH is formaldehyde dehydrogenase). 2.6% of 220,000 active; active = well fitted inhibition curve with a large enough effect; inconclusive = small, poorly fitted or top-dose-only effect; inactive = no such curve, though single readings can be large or run the other way; also: 0% is about no effect; nearly all actives have a fitted effect of over 70% in size
Target sequence (Q9UGL1 whole entry, looked up): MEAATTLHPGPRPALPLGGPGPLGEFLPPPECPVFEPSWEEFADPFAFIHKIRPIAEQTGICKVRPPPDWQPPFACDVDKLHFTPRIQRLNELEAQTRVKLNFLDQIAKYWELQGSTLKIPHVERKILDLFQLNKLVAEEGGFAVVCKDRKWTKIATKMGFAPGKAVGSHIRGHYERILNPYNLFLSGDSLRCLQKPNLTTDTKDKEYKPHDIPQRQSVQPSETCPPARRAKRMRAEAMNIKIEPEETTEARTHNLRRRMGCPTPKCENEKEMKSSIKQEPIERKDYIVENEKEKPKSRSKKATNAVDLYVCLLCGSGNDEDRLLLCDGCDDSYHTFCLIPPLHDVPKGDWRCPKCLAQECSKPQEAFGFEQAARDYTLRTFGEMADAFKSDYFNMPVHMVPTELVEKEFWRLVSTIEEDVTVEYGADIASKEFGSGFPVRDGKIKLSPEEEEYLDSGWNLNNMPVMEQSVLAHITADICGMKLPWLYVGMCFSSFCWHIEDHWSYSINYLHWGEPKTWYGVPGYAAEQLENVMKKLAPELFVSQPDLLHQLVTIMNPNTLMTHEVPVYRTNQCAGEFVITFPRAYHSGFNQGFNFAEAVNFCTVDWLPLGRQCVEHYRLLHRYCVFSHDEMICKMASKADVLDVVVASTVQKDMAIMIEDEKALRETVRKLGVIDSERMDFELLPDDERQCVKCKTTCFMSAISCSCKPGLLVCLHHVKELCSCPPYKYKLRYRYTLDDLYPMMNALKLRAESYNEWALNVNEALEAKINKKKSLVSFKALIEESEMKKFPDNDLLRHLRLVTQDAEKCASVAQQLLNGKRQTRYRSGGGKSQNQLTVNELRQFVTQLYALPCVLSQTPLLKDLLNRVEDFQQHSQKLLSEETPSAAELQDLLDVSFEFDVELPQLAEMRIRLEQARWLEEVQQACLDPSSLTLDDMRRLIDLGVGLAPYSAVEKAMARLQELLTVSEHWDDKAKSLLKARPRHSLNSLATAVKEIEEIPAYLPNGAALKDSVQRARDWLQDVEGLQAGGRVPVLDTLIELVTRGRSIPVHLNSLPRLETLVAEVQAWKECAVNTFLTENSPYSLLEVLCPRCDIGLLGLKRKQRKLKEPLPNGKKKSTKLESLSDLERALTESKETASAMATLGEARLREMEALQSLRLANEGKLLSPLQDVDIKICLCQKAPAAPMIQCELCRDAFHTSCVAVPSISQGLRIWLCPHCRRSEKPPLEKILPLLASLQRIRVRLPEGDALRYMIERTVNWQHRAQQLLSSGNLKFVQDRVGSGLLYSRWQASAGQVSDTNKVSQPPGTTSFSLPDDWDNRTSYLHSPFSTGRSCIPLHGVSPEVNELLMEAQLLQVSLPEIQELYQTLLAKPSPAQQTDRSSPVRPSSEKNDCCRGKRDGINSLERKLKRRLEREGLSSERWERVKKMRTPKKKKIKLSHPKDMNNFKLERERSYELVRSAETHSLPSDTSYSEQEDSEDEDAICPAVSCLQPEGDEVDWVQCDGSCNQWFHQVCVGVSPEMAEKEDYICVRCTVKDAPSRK
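Coupled FDH/NAD⁺ fluorescence readout. KDM5BΔAP 200 nM final; compound titration, 10 min RT preincubation; substrate mix 12.5 µM H3K4me3, 25 µM 2-OG, 50 µM Fe(II), 100 µM ascorbate, 0.25 mM NAD⁺, 0.25 U/mL FDH; ΔRFU over 30 min.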
* hit, by the source's call; i = inactive; ? = inconclusive; [ ] = another dose, or the depositor's remark. Potency is read from the fitted curve at half-maximal effect.

cpd | compound | KDM5B inh
1 | Cc1ccccc1Nc1nc(-c2ccc([N+](=O)[O-])cc2)cs1 | 5.2%
2 | NS(=O)(=O)c1cccc(NC(=O)c2cc(-c3cccs3)nc3ccccc23)c1 | ?
3 | CN(C(=O)c1ccc(N)cc1)C1CCCCC1 | 3.5%
4 | COc1ccc(-c2cn3nc(N4CCCC(C(=O)Nc5ccc(Cl)cc5C)C4)sc3n2)cc1 (centres undefined) | -4.2%
5 | COc1ccc(C(=O)N2[C@@H]3CC[C@H]2CC(NC(=O)c2ccncc2)C3)c(OC)n1 (some centres undefined) | 18.4%
6 | CC(C)(C)c1ccc(C(=O)N2CCC3(CC2)N=C(c2ccccc2)NO3)cc1 | ?
7 | Clc1cccc(-c2noc(CSc3nc4ccccc4o3)n2)c1 | 4.6%
8 | c1cc(-c2ccc(CN3CCC4(CCNCC4)C3)o2)[nH]n1 | ?
9 | Cc1cccc(Cl)c1NC(=S)NN | 13.1%
10 | Cc1ccc(NC(=O)CCSc2nc(-c3ccco3)cc(C(F)(F)F)n2)cc1F | ?
11 | COc1ccc(-c2noc(CCC(=O)Nc3cccc(C)c3C)n2)cc1OC | -14.6%
12 | O=C(NC1CCCCCCC1)C1c2ccccc2C(=O)N1CCCN1CCCCC1 (centres undefined) | -0.9%
13 | O=C(NCc1ccccn1)c1ccc2c(c1)n(Cc1cccc(F)c1)c(=O)c1ccnn12 | 25.1µM*
14 | CNC(C)c1ccc(OC(F)(F)F)cc1 (centres undefined) | -0.9%[345 µM]
15 | C/C(=N/Nc1cc(C(F)(F)F)ccc1Cl)c1ccccc1Br | 21.5%
16 | COc1ccccc1CCC(=O)N1CCC(Cc2nc(-c3ccc(F)cc3)no2)CC1 | -21.8%
17 | O=C(c1ccco1)N1CCN(C(=O)c2nnn3c2COC(c2ccccc2)C3)CC1 (centres undefined) | ?
18 | CCc1ccc(NC(=O)CSc2nc3n[nH]c(C)c3c(=N)n2-c2ccc(C)cc2)cc1 | ?
19 | CS(=O)(=O)N1CCCC(C(=O)N2CCOCC2)CCNC(=O)CC1 (centres undefined) | -0.4%
20 | Cc1cc(C)nc(Nc2nc(C)c3ccccc3n2)n1 | -28.0%
21 | Cc1ccc(C)c(-n2nnc(-c3nc(-c4ccccc4C)no3)c2C)c1 | 10.0%
22 | O=C(O)CNC(=O)CNS(=O)(=O)c1ccccc1 | 15.5%
23 | COCCN1Cc2[nH]nc(-c3ccc(OC)c(OC)c3)c2CC1=O | ?
24 | C/C=C/C=C/C(=O)Nc1ccccc1-c1cccs1 | ?
25 | Cc1cccc(C(=O)N2CCOc3ccc(CCC(N)=O)cc3C2)c1 | -2.6%
26 | COc1ccc(-c2ccc3c(n2)CN(C)C(=O)CO3)cc1 | 35.5µM*
27 | O=C(NCc1ccccc1F)c1nc2sccn2c1Br | 3.7%
28 | O=C1/C(=C/c2ccsc2)CCc2ccccc21 | -18.6%
29 | O=C(Nc1cc(F)c(F)c(F)c1)N1CC2CC(C1)[C@H]1CCCC(=O)N1C2 (some centres undefined) | 17.5%
30 | O=C(Nc1ccn([C@H]2CC[C@@H](CO)O2)c(=O)n1)c1ccccc1 | 5.7%
31 | Cc1cnc(NC(=O)c2csc(NC3CC3)n2)s1 | 12.3%
32 | CC(C)c1noc(-c2ccn3c(CNC(=O)c4ccc(F)c(Cl)c4)nnc3c2)n1 | ?
33 | Cc1ccc(C(C(=O)NC(C)(C)C)N(CC2CCCO2)C(=O)CCC(=O)Nc2ccccn2)cc1 (centres undefined) | 11.8%
34 | CCCCCCCCc1ccc(/C(C=[N+](C)C)=C/N(C)C)cc1 | -6.8%
35 | CCCCCOc1ccc(/C=C/C(=O)Nc2sc3c(c2C(=O)OCC)CCC3)cc1OC | ?
36 | CC(C)(C)NC(=O)NC(=O)CSc1nc2ccccc2c(=O)n1-c1ccc(F)cc1F | -5.5%
37 | CCc1nc2c(=O)n(CC(=O)NCc3ccc4c(c3)OCO4)nc(C)c2s1 | -11.3%
38 | Cc1ccccc1-c1nc(CS(=O)(=O)CC(=O)NC(C)c2ccccc2)c(C)o1 (centres undefined) | ?
39 | CC(C)Oc1ccc(CNC(=O)CCCn2c(=O)c3cccn3c3ccccc32)cc1 | ?
40 | COc1ccccc1NC(=O)CSC1=Nc2ccccc2C2=NC(Cc3ccccc3)C(=O)N12 (centres undefined) | -26.4%
41 | Cc1cc(Cl)ccc1NC(=O)Cn1nnc2sc(-c3ccccc3)cc2c1=O | -14.5%
42 | c1coc(CN2CCN(Cc3ccc(OCc4ccncc4)cc3)CC2)c1 | -7.3%
43 | COc1ccc(-c2nnc3n2CCN(C(=O)Cc2cccc(Cl)c2)C3)cc1 | 20.7%
44 | COc1ccc(C(=O)N[C@@H]2CCC[C@@H]2C(=O)N2CCC(Cc3ccccc3)CC2)cc1 | 3.1%
45 | CC(C)CNC(=O)N1CCCC(c2nc(C(C)C)no2)CCNC(=O)CC1 (centres undefined) | -18.3%
46 | CCc1nc(-c2c3n(c(=O)n(Cc4ccc(C)cc4)c2=O)CCCC3)no1 | -14.5%
47 | CN[C@@H](CO)C(=O)N1CCC(c2cc(Cc3ccccc3)[nH]n2)CC1 | -20.6%
48 | Cc1cccn2cc(CN3CCN(S(=O)(=O)c4ccccc4)CC3)nc12 | ?
49 | CC1=CC(C)C2(COC(CCc3ccccc3)OC2)C(C)C1 (centres undefined) | 28.7%
50 | COC(=O)CNC(=O)C1=NOC2CN(C(=O)Nc3cccnc3)CC12 (centres undefined) | ?

Single entries from the results shown:
KDM5B inh result of entry 26 : 35.5µM*
KDM5B inh result of entry 31 : 12.3%
KDM5B inh result of entry 47 : -20.6%
KDM5B inh result of entry 28 : -18.6%

The listing continues:
cpd | compound | KDM5B inh
51 | O=C(NCc1ccccc1)C1CCN(C(=O)/C=C/c2cccc(C(F)(F)F)c2)CC1 | 1.0%
52 | COc1ccc(C(=O)Nc2oc3ccccc3c(=O)c2-c2ccc(OC)cc2)cc1 | 16.1%
53 | CCOC(=O)C(C)Oc1ccc2c(C)c(Cc3ccccc3)c(=O)oc2c1 (centres undefined) | ?
54 | C[C@@]12CO[C@@H](Cc3ccccc3)O[C@@H]1CC[C@]1(C)C2CC[C@@H](O)[C@H]1CC(=O)NCc1ccco1 (some centres undefined) | ?
55 | N#Cc1ccc2cc[nH]c2c1 | -18.9%
56 | COc1cc(NS(=O)(=O)c2ccc3c(c2)CCN3S(C)(=O)=O)cc(OC)c1 | -15.1%
57 | COc1ccc(CN2C(=O)c3oc4ccc(F)cc4c(=O)c3C2c2ccc(O)cc2)cc1 (centres undefined) | 7.4%
58 | O=C(NCc1nnc2n1C(C(=O)N1CCOCC1)CC2)Nc1cccnc1 (centres undefined) | 17.7%[115 µM]
59 | Cn1ncc2c(NCc3ccc(Cl)cc3)ncnc21 | -8.4%
60 | O=C(NC1C[C@H]2CC[C@@H](C1)N2C(=O)C1CCCCCC1)c1ccncc1 (some centres undefined) | 8.5%
61 | O=C(NC(=S)Nn1cnnc1)c1ccc(F)cc1Cl | -6.9%
62 | O=C1C(=O)N(C2CC2)C(=O)N1Cc1ncc(-c2cccc(Cl)c2)o1 | 8.2%
63 | CCc1nc2ccccc2n1CCC(=O)N[C@H]1CCOC[C@H]1C1CCOCC1 | 12.5%
64 | Cc1ccc(NC(=O)C2CCCN(S(=O)(=O)c3c(C)noc3C)C2)cc1 (centres undefined) | -7.9%
65 | O=C(NCCCN1CCCCC1)C1CCN(C(=O)N2CC3CC(C2)[C@H]2CCCC(=O)N2C3)CC1 (some centres undefined) | 11.8%
66 | O=C(c1cn[nH]c1-c1ccccc1)N1CCC2(CC1)CC(O)CCO2 (centres undefined) | -8.0%
67 | CC(C)c1ccc(NC(=O)CCC2CCCC2)cc1 | -15.4%
68 | COCc1noc([C@@H]2CC(F)(F)CN2C(=O)c2coc(C)n2)n1 | 26.4%
69 | COc1ccc(C(=O)N[C@H](C)c2onc(-c3ccc(F)cc3)c2C(=O)O)cc1 | 10.4%[86.2 µM]
70 | Cc1cncc(C(=O)N2CC[C@@H](c3ccc4ccccc4c3)[C@H](O)C2)c1 | 1.4%
71 | CC(C)C(=O)Nc1cc(Cl)ccc1Cl | 9.7%
72 | Cc1ccn2cc(CNC(=O)c3cccc(C(F)(F)F)c3)nc2c1 | -4.9%
73 | CCNC(=O)N1CCC(Oc2ccccc2)C1 (centres undefined) | -8.5%
74 | Brc1ccc(CN2CCC(c3nc4ccncc4[nH]3)C2)cc1 (centres undefined) | ?
75 | CC(C)CCC(=O)N1CC(C(=O)N(C)C)C2(CCOCC2)C1 (centres undefined) | 19.7%

A second format for 4 compounds above.
(67) CC(C)c1ccc(NC(=O)CCC2CCCC2)cc1
  KDM5B inh: -15.4%
(68) COCc1noc([C@@H]2CC(F)(F)CN2C(=O)c2coc(C)n2)n1
  KDM5B inh: 26.4%
(69) COc1ccc(C(=O)N[C@H](C)c2onc(-c3ccc(F)cc3)c2C(=O)O)cc1
  KDM5B inh: 10.4%[86.2 µM]
(70) Cc1cncc(C(=O)N2CC[C@@H](c3ccc4ccccc4c3)[C@H](O)C2)c1
  KDM5B inh: 1.4%

Given with values ahead of the structure: part of the list above.
#	KDM5B inh	SMILES
73	-8.5%	CCNC(=O)N1CCC(Oc2ccccc2)C1 (centres undefined)
74	?	Brc1ccc(CN2CCC(c3nc4ccncc4[nH]3)C2)cc1 (centres undefined)

New compounds follow.
cpd | compound | KDM5B inh
76 | CCOc1ccc(NC(=O)CN2CCN(c3ccc(Cl)cc3)CC2)cc1 | 1.0%
77 | O=C1CC(c2nc(-c3cn4ccccc4n3)no2)CN1Cc1ccncc1 (centres undefined) | -15.7%
78 | O=C(O)c1nn(CCOc2ccc(Br)cc2)c(=O)c2ccccc12 | -2.0%
79 | C/C(=N\NC(=O)Cc1cccs1)c1cccc2ccccc12 | 3.0%
80 | CCOc1ccc(CCNC(=O)Cn2c(C)c3cnn(-c4ccccc4)c(=O)c3c2C)cc1 | -15.4%
81 | CCCCn1c(Cn2ccnc2C)nc2cc(NC(=O)c3ccc(OC)cc3)ccc21 | 14.7%
82 | CCC(C)NC(=O)C(NC(=O)c1cccc(OC)c1)C1CCN(C(=O)CC(C)(C)C)CC1 (centres undefined) | 11.2%
83 | Fc1ccc(-c2ccnc3nc(C4CCCO4)nn23)cc1 (centres undefined) | ?
84 | COC(=O)CCc1cc2c(C)cc(=O)oc2cc1O | i
85 | COc1ccc(-c2noc(C(=O)O)c2[C@@H](C)NC(=O)c2ccc3c(c2)OCO3)cc1 | -32.8%[86.2 µM]
86 | CCc1ccccc1NC(=O)NCC1CCOCC1 | 22.8%
87 | C/C(=C/c1nc(N)n(Cc2ccccc2)c1Cc1ccccc1)Cn1[nH]c(=O)n(-c2ccccc2)c1=O | -20.7%
88 | CCN1CC(C(=O)N2CCCC(c3ccccc3)(c3ccccc3)C2)CC1=O (centres undefined) | -14.3%
89 | Cc1ccccc1NC(=O)Cn1c(=O)c2cccn2c2ccccc21 | -25.7%
90 | CN(CCc1ccccc1)C1(C(=O)N2CCCC(C#N)C2)Cc2ccccc2C1 (centres undefined) | ?
91 | Cc1c[nH]c(CN2CCn3nc(C(O)Cc4ccccc4)cc3C2)c(C)c1=O (centres undefined) | 38.0%[activator]
92 | O=C(NC[C@@H]1CCCN1)c1ccc(S(=O)(=O)NCc2ncc[nH]2)cc1 | ?
93 | Cc1ccc2c(COC(=O)CCCN=C3NS(=O)(=O)c4ccccc43)cc(=O)oc2c1 | 9.3%
94 | O=C(NC[C@H]1COCc2nc3cc(F)ccc3n21)C1CC1 | ?
95 | CC(C)N(C(=O)c1cc2c(Cl)nc3ccccc3c2s1)C1CCCCC1 | -10.6%
96 | CCOC(=O)C1CCC(CN(Cc2cccc(Br)c2)S(=O)(=O)c2ccc(Cl)cc2)CC1 (centres undefined) | -5.1%
97 | CN(NC1OC(=O)c2ccccc21)c1ccccc1[N+](=O)[O-] (centres undefined) | 22.8%
98 | CCNC(=O)Cc1c[nH]c2ncc(-c3ccccc3C)cc12 | ?
99 | O=C(NC(=S)Nc1ccccc1Cl)c1cnn2c(C(F)(F)F)cc(C(F)(F)F)nc12 | 23.2%
100 | CN(C)S(=O)(=O)c1ccc(C(=O)OCC(=O)Nc2cccc(C(F)(F)F)c2)cc1 | 76.4%[activator]
101 | CC(C)c1noc(-c2cn(C3CCN(C(=O)c4ccsc4)CC3)nn2)n1 | -9.5%
102 | O=C(CSc1nnnn1C1CCCCC1)NC(c1ccccc1)c1cccs1 (centres undefined) | 4.3%
103 | C[C@H](NC(=O)Cc1n[nH]c(=O)c2ccccc12)C(=O)N1CCN(c2ccccc2)CC1 | 6.4%
104 | COCCn1c(C)cnc1CC1CCN(C(=O)c2c[nH]c3ccccc23)CC1 | -1.7%
105 | CCCCN(C)C(=O)c1cn2ccnc(-c3ccccc3)c2n1 | -15.5%
106 | CCN(CC)CCNC(=O)c1ccc2c(c1)N(Cc1ccccc1)C(=O)c1ccccc1S2=O (centres undefined) | -15.2%
107 | CCCOC(=O)c1ccc(OC(=O)CCCOc2ccc(Cl)cc2Cl)cc1 | 13.5%
108 | O=C(c1ccc(Br)cc1)N1CCc2[nH]nc(C(=O)N3CCOCC3)c2C1 | 18.2%
109 | O=C(O)c1ccccc1NCc1cccnc1 | ?
110 | O=C(Cn1cnc(S(=O)(=O)N2CCCC2)c1)Nc1cccc(F)c1 | 1.5%
111 | CCN1CCN(CC(=O)N2C[C@@H](C(=O)O)[C@H](c3ccccc3OC)C2)CC1 | -6.6%
112 | COc1ccccc1-c1nnc([C@H]2CCN(CC(C)C)C2)o1 | ?

Source: PubChem BioAssay (National Center for Advancing Translational Sciences (NCATS))

The list is partial; the hit share may differ from the screen's.
